Source: PubChem
hcGAS lum: Primary biochemical luminescence assay for human cyclic GMP-AMP synthase inhibitors; inhibition, % at 12.5 µM; recombinant h-cGAS, ATP depletion, Kinase-Glo luminescence; 0.081% of 290,000 active;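 further: 0% = vehicle reaction and 100% = reaction without DNA for no activity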
Target sequence (Q8N884 whole entry, looked up): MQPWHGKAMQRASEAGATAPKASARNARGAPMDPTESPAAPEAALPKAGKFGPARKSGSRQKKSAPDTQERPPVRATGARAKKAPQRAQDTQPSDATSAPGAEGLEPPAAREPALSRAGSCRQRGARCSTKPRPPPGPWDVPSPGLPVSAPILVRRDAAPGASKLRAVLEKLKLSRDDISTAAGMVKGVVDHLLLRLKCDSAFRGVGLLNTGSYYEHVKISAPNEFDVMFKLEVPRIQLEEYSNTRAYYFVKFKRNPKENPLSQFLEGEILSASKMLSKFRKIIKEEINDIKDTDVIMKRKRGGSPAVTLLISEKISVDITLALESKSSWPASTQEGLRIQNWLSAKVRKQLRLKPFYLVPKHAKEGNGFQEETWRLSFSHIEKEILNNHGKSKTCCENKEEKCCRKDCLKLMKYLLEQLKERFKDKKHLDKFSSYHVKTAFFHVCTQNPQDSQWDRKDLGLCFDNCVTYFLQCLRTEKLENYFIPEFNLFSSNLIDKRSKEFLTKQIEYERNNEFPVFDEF
mcGAS lum: cyclic GMP-AMP synthase inhibitors, mouse, primary biochemical chemiluminescence; 0.15% of 160,000 active; inhibition, % at 12.5 µM; AID 1259399, 2018; Q8C6L5; recombinant cGAS, Kinase-Glo ATP depletion luminescence;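 further: 0% = negative control wells and 100% = reference inhibitor with no enzyme activity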
NPYLR7 agonist: agonists of mosquito NPYLR7 receptor, primary screen, cell-based, Aedes aegypti, calcium fluorescence, mosquito biting behavior; 0.15% of 270,000 active; HEK293T NPYLR7/Galpha15, GCaMP6s calcium fluorescence; AID 1259423, 2018; activation, % at 10 µM; in the data active means activation above about 40%;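 further: 0% = vehicle and 100% = reference agonist at the receptor; some compounds past the cut are filed as inactive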
The depositor's hits bear a star; . = no result given; & = joins results of further samples. Unless noted, no stated cut-off is given here; in the data, active means inhibition above about 40%; inactive means the rest. Hits appear at their usual frequency. Share with any hit: about 0.29%.

SMILES	hcGAS lum	mcGAS lum	NPYLR7 agonist
COCCNC(=O)c1coc(CN(Cc2ccccc2Cl)C2CC2)n1	-1.3	-6.0	19.3
Cc1nc(SCC(N)=O)c(C#N)c(C)c1CC(=O)c1ccc(Br)cc1	-5.5	-2.4	-6.0
O=C(c1ccc(O)cc1)N1CCC(N2CCSCC2)CC1	-1.9	-12.2	4.5
CCCCN1C(=O)C(=Cc2c(N3CCC(C)CC3)nc3ccc(C)cn3c2=O)SC1=S	-3.4	-2.3	-0.4
COc1ccc(N2C(=O)c3ccccc3NC2c2ccc(OC)c(CSc3nc4ccccc4s3)c2)cc1 (stereo not given)	-1.0	-2.7	-8.6
COCCN(Cc1ccc(OC)c(OCc2nc(CO)cs2)c1)C(=O)c1cccs1	-1.7	-3.7	-0.2
Cc1cc(Br)c2[nH]c(O)c(N=NC(=O)COc3ccc(C(C)(C)C)cc3C)c2c1	-5.3	-7.0	-1.8
NC(=O)C1CCCN1S(=O)(=O)C1=Cc2ccccc2CC1 (stereo not given)	1.1	.	-3.3
COc1ccc(C2C(C#N)=C(C)NC3=C2C(=O)CCC3)cc1OC (stereo not given)	-1.5	4.5	-5.6
O=C(CSc1nnc(CNC(=O)c2cc(Cl)ccc2Cl)n1-c1ccc(F)cc1)c1ccccc1	-4.7	-7.5	-6.4
CC(=O)N1CCn2c(nnc2C(=O)NCC2CC2)C1	-8.5	.	5.7
CC(=O)c1[nH]c(C)c(C(=O)N2CCCC3(CC2)CN(C)C(=O)O3)c1C (stereo not given)	-2.7	.	14.6
Cn1ccnc1-c1nccn1CC1COCCO1 (stereo not given)	-4.5	-9.6	0.3
O=C(CCc1cc2c(n1-c1ccc(Cl)cc1)-c1ccccc1OC2)NCCc1cccc(Cl)c1	-2.2	-7.9	-0.3
CN(CCOc1ccccc1Cl)C(=O)Nc1ccc2c(c1)OCO2	-3.5	.	0.3
O=S(=O)(c1ccccc1Cl)N1CCN(Cn2[nH]c(C=Cc3ccccc3)nc2=S)CC1	-0.3	-0.6	-2.1
CCOC(=O)C(NC(=O)c1cccc(S(=O)(=O)N(C)OC)c1)c1cccc2ccccc12 (stereo not given)	-2.0	.	-0.3
COC(=O)c1ccc(C(=O)Nc2ccc(C(N)=O)cc2C)s1	-10.2	-16.5	19.3
CCc1nc2n(n1)C(=O)C(C(c1cccs1)N1CCN(c3ccccc3F)CC1)S2 (stereo not given)	-3.5	-5.1	-3.9
CCOCCn1c(C)cn2c3c(=O)n(C)c(=O)n(C)c3nc12	-7.8	.	14.3
Cc1c(C(=O)NC(C)(C)c2noc(C(C)(C)C)n2)oc2c1C(=O)CCC2	-6.9	.	1.6
CCc1ccccc1NC(=O)C(=O)N1CCOC2(CNCCOC2)C1 (stereo not given)	-2.4	.	-17.9
Cc1c(-c2nccn2Cc2cc(C(C)C)no2)c(=O)n(-c2ccccc2)n1C	3.2	-12.8	12.8
COCC(=O)Nc1cccc(-c2ccccc2Cl)c1	-4.5	.	0.4
CCOC(=O)C1(Cc2ccc(Cl)cc2)CCN(C(=O)c2ccc(COC)o2)CC1	1.8	-0.1	-10.4
The list continues.
SMILES	hcGAS lum	mcGAS lum	NPYLR7 agonist
CS(=O)(=O)c1ccc(C(=O)N(CCCN2CCOCC2)c2nc3ccccc3s2)cc1	-8.0	-10.7	1.8
CCOc1ccc(-c2[nH]ncc2-c2nc(-c3ccncc3)no2)cc1Cl	-2.9	-8.4	.
Cc1cc(N2CCN(C(=O)Nc3ccccc3C)CC2)nc(-c2cccc(F)c2)n1	-2.8	-4.1	-2.2
NC(=O)C1CC(C(=O)N2CCc3c(Cl)cccc32)=NN1c1ccccc1 (stereo not given)	-6.8	.	-2.3
COC(=O)c1ccccc1SC1CC(=O)N(c2sccc2C(=O)OC)C1=O (stereo not given)	-7.4	-6.0	2.5
CCC1(c2ccc(Cl)cc2)NC(=O)N(CC(=O)N(C)CC(=O)Nc2ccc(F)cc2)C1=O (stereo not given)	-7.2	-6.6	14.1
CN1CC[C@H](N(Cc2ccccc2)Cc2nccn2C)C[C@H](O)C1	-2.1	-7.8	3.9
CC(C)(C)CC(=O)N1CCN(S(=O)(=O)c2ccc(F)c(Cl)c2)CC1	-1.4	-3.0	-2.5
Cn1c(=O)c([N+](=O)[O-])c(NCC2CCCO2)c2ccccc21 (stereo not given)	-3.0	.	0.7
N#Cc1cc(C(=O)O)c(N)[nH]c1=O	-3.4	.	9.8
COc1ccc(C(=O)CC2(O)C(=O)Nc3ccccc32)cc1 (stereo not given)	-2.4&-4.1	-4.7	0.4&0.0
Cc1cc(N2CC34C=CC(O3)C(C(=O)NC[C@H]3CCCC[C@H]3O)C4C2=O)no1 (stereo not given in full)	-7.2	.	-0.7
COCCNc1nc2cc(-c3ccc(C)cc3)sc2c(=O)n1C	-8.5	.	10.5
O=C(NCCC(F)(F)F)NCc1ccccc1CO	-9.2	-16.7	-6.8
Cc1cc(NC(=O)COC(=O)CCn2c(C)csc2=O)no1	-0.2	.	7.0
Cc1ccccc1OCC1CCCN(C(=O)Cc2c[nH]c(=O)[nH]c2=O)C1 (stereo not given)	-7.1	.	-0.3
CCOCC1CCCN(c2ncc(Br)c(OC)n2)C1 (stereo not given)	-9.5	.	8.3
Cc1cc(NS(=O)(=O)c2ccc(Cl)cc2)no1	-14.3	.	11.0
Cn1ccnc1SCCn1ccnc1-c1ccc(Cl)s1	-5.5	-14.0	4.6
Cc1nc2scc(C)n2c(=O)c1NC(=O)c1cccnc1Cl	-9.1	-7.4	12.7
CCOC(=O)c1c(NC(=O)C(C)N2CCCC(C(=O)OCC)C2)sc2c1CCC(C)C2 (stereo not given)	-8.9	-5.7	-4.3
CCCC(=O)OCC(O)CN(CCc1nc(-c2ccc(Br)cc2)no1)CC(C)C (stereo not given)	-1.5	3.4	.
CC1CCN(C(=O)CC(c2ccc(Cl)cc2)c2cn(C)c3ccccc23)CC1 (stereo not given)	-2.5	-2.8	.
CCOC(=O)C(N)CSC1CC(=O)N(c2ccc(I)cc2)C1=O (stereo not given)	-6.7	.	12.4
COc1cccc(C(=O)N(Cc2cccc(OC)c2OCc2nc(CO)cs2)C2CC2)c1	-3.5	-5.6	10.3
(listing goes on)
SMILES	hcGAS lum	mcGAS lum	NPYLR7 agonist
O=C(C=CNc1ccc(F)cc1)C(F)(F)F	-8.1	.	1.4
O=S(=O)(NCc1ccccc1)N1Cc2ccccc2C1	-8.3	.	-0.1
COc1coc(C(=O)NCc2ccc(F)cc2)cc1=O	-0.2	.	3.2
O=C(CCl)Nc1ccc(N2CCCCC2)cc1	1.6	-3.3	-4.8
CCOC(=O)c1ccc(NC(=O)N2CCC3(CCCN(C)C3=O)C2)cc1 (stereo not given)	-1.9	-6.4	27.7
O=C(Nc1ccc2nccnc2c1)c1cccc(CN2CCCC(O)C2)c1 (stereo not given)	-13.7	-13.3	.
Cc1ccc(-c2nc(CNC(=O)C3COCCN3)[nH]c2-c2ccccn2)cc1 (stereo not given)	-2.2	-13.1	.
O=C1C(Cl)=C(Nc2cccc(Br)c2)C(=O)N1Cc1ccc(Br)cc1	-0.6	-2.7	-1.3
COCCNC(=O)c1ccc(Nc2c(Oc3cccc(Cl)c3)cnn(C)c2=O)cc1	-7.3	-4.2	-2.5
O=C1c2ccccc2C(=O)N1CC1(CO)CCCC1	0.9	.	-3.1
O=C(Cn1c(NCCCO)nc2ccccc21)C12CC3CC(CC(C3)C1)C2	-7.2	.	-3.1
Cc1cc(C)n(Cc2cccc(C(=O)N3CCC4(CCNCC4)CC3)c2)n1	-7.7	.	7.6
COCCNC(=O)c1cccc(Nc2c(OC(C)C)cnn(-c3ccccc3)c2=O)c1	-5.8	-4.1	-3.6
CC1CCCC(NC(=O)c2ccc(S(=O)(=O)N3CCCC3)o2)C1C (stereo not given)	1.6	-0.3	0.8
CC(C)Nc1nnc(SCC(=O)NC2CCCCC2C)s1 (stereo not given)	-10.6	-9.3	-3.3
COCCNc1nc(CN2CCN(C(=O)c3ccco3)CC2)nc2ccc(Cl)cc12	-7.1	.	18.0
CCc1ccc(-c2cc(C(=O)O)c3[nH]c(C)nc3n2)cc1	-0.2	0.0	-0.8
CC(C)(O)C#Cc1ccc(CN2CCCN(C(=O)c3ccco3)CC2)s1	-4.0	.	10.7
O=C(Nc1nc2ccccc2s1)C1CCCN1S(=O)(=O)c1ccc(Cl)cc1 (stereo not given)	-0.9	-2.7	-0.1
O=S(=O)(c1ccccc1-n1ccnc1)C(F)(F)F	-7.4	.	-2.3
COC(=O)C(Cc1ccccc1)n1c(C)ccc1C (stereo not given)	-3.7	-5.8	-1.4
CCCCOc1cc(C)c(C)cc1S(=O)(=O)N1CCCC(C)C1 (stereo not given)	-5.7	-17.2	18.8
CCn1cc(C(=O)N[C@H](C(=O)NCCCN2CCCC2=O)C(C)C)c(=O)c2cc3c(cc21)OCO3	2.2	.	1.7
CCCn1c(=O)[nH]c(=O)c2c(-c3cccc4ccccc34)ccnc21	-4.9	-5.1	-1.2
COc1ccc(-c2onc(C)c2C(=O)N(C)Cc2cc(OC)c(OC)c(OC)c2)cc1	-3.4	-5.1	10.1

An excerpt of these results, with two lines to a compound:
Sequence of screens: hcGAS lum, mcGAS lum, NPYLR7 agonist
> CCCn1c(=O)[nH]c(=O)c2c(-c3cccc4ccccc34)ccnc21
    -4.9, -5.1, -1.2
> COc1ccc(-c2onc(C)c2C(=O)N(C)Cc2cc(OC)c(OC)c(OC)c2)cc1
    -3.4, -5.1, 10.1

More records follow:
SMILES	hcGAS lum	mcGAS lum	NPYLR7 agonist
Cc1onc(-c2ccccc2)c1C(=O)Nc1sc(C)c(C)c1C(N)=O	1.8	.	1.5
O=C1C(C(c2cccc(F)c2)N2CCc3ccccc3C2)Sc2ncnn21 (stereo not given)	-7.9	-5.3	0.9
C=CCOC(=O)c1[nH]c2c(c1C)C(=O)C(C(=O)OC)C(C)C2 (stereo not given)	-8.3	.	11.9
CC1CN(Cn2ncnc2-c2ccccc2Cl)CC(C)O1 (stereo not given)	-10.0	.	3.4
CC(=O)Oc1c(-c2ccc(NC(=O)c3ccco3)cc2)c(-c2ccc3c(c2)OCO3)nn1-c1cccc(C)c1	-9.0	-5.0	15.5
Cc1ccc(CN2C[C@@H]3C[C@@H](c4ccc(-n5cccn5)cc4C)N4CCC[C@@]34C2=O)o1	-8.8	.	-2.7
CC(CCN1CCN(c2ccccc2)CC1)NC(=O)c1cc(Cl)c(Cl)n1C (stereo not given)	8.8	.	1.3
C[C@]12CC[C@@H]3c4ccc(O)cc4CC[C@H]3[C@@H]1CCC2=O	-11.2&-2.4	-5.4&-3.6	-0.8&-0.3
O=S(=O)(c1ccccc1-c1ccccc1)N1CCCCCC1	-7.0	-13.2	11.4
Cc1ccn2c(=O)c(NC(=O)COc3ccc4ccccc4c3)c(C)nc2c1	3.0	.	-2.2
CCCc1nc(NCCSc2nnnn2C)c2cnn(C)c2n1	-3.3	-16.6	-0.5
COCCOc1nc(-c2ccc(C(F)(F)F)cc2)n(-c2ccc(NCC(O)COc3ccccc3)cc2)n1 (stereo not given)	-3.7	-3.8	-1.5

Among those listed so far, 10 have two or more sulfur atoms.
SMILES	hcGAS lum	mcGAS lum	NPYLR7 agonist
CCCCN1C(=O)C(=Cc2c(N3CCC(C)CC3)nc3ccc(C)cn3c2=O)SC1=S	-3.4	-2.3	-0.4
COc1ccc(N2C(=O)c3ccccc3NC2c2ccc(OC)c(CSc3nc4ccccc4s3)c2)cc1 (stereo not given)	-1.0	-2.7	-8.6
COCCN(Cc1ccc(OC)c(OCc2nc(CO)cs2)c1)C(=O)c1cccs1	-1.7	-3.7	-0.2
O=S(=O)(c1ccccc1Cl)N1CCN(Cn2[nH]c(C=Cc3ccccc3)nc2=S)CC1	-0.3	-0.6	-2.1
CCc1nc2n(n1)C(=O)C(C(c1cccs1)N1CCN(c3ccccc3F)CC1)S2 (stereo not given)	-3.5	-5.1	-3.9
CS(=O)(=O)c1ccc(C(=O)N(CCCN2CCOCC2)c2nc3ccccc3s2)cc1	-8.0	-10.7	1.8
COC(=O)c1ccccc1SC1CC(=O)N(c2sccc2C(=O)OC)C1=O (stereo not given)	-7.4	-6.0	2.5
Cn1ccnc1SCCn1ccnc1-c1ccc(Cl)s1	-5.5	-14.0	4.6
CC(C)Nc1nnc(SCC(=O)NC2CCCCC2C)s1 (stereo not given)	-10.6	-9.3	-3.3
O=C(Nc1nc2ccccc2s1)C1CCCN1S(=O)(=O)c1ccc(Cl)cc1 (stereo not given)	-0.9	-2.7	-0.1
